PAD4 inh: inhibitors of human PAD4; Q9UM07; recombinant PAD4, RCA probe fluorescence polarization; inhibition, % at 6.36 µM; 0.41% of 330,000 active;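 active means percent inhibition above a cutoff equal to the mean of all tested compounds plus 3 SD, cut at about 15% in these data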;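 further: 0% = PAD4 with RCA probe and DMSO and 100% = probe without PAD4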
GSTO1 inh: counter-screen for RBBP9 inhibitors: inhibitors of human GSTO1; P78417; recombinant GSTO1, activity-based probe fluorescence polarization; inhibition, % at 5.96 µM; 1.1% of 300,000 active; AID 1974;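 active means inhibition above the campaign mean inhibition plus 3 SD, cut at about 35% in these data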;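 further: 0% = GSTO1-1 with DMSO and 100% = wells lacking GSTO1-1 enzyme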
PREPL inhibitor: inhibitors of human prolyl oligopeptidase-like enzyme PREPL; recombinant PREPL, fluorescence polarization activity-based probe; inhibition, % at 5.96 µM; 0.68% of 320,000 active; Q4J6C6; in the data active means inhibition above about 43%;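 further: 0% = enzyme with DMSO and 100% = wells lacking enzyme; many of its hits are not listed in these tables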
Target sequence (Q4J6C6 whole entry, looked up): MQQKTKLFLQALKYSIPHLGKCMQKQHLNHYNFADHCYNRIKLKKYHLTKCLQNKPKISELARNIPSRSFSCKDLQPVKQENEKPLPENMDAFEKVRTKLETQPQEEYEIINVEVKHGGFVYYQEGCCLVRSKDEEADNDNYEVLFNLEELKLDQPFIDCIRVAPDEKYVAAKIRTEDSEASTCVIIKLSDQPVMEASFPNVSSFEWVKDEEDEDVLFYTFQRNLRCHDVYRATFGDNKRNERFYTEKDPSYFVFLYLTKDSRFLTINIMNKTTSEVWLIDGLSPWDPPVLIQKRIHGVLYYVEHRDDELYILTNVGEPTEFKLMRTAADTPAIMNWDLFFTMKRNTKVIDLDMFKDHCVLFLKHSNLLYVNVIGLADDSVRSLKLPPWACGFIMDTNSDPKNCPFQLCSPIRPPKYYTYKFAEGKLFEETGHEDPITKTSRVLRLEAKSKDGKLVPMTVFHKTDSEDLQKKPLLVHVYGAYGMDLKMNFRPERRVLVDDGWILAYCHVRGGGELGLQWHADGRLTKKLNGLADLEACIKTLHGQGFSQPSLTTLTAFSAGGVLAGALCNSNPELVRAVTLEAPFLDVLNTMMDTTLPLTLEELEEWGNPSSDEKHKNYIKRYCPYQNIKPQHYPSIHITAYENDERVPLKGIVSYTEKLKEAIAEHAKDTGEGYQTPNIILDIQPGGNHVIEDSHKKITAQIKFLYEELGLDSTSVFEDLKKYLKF
LYPLA1 counter: blocks human lysophospholipase 1, a PME1 counter-screen; O75608; recombinant LYPLA1, FP-Rh probe fluorescence polarization; inhibition, % at 5.9 µM; 0.16% of 320,000 active; AID 2174;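 active means inhibition above the mean of all tested compounds plus 3 SD, set per campaign, cut at about 14% in these data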;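 further: inhibitors block serine hydrolase probe labeling of LYPLA1 so polarization falls; 0% = enzyme with DMSO and 100% = wells lacking LYPLA1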
PAFAH2 FP inh: inhibitors of human PAFAH2. inhibition, % at 3.39 µM. recombinant PAFAH2, FP-rhodamine activity probe, fluorescence polarization. 0.99% of 340,000 active. Q99487. AID 492956;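 active means inhibition above the mean over all tested compounds plus 3 SD, cut at about 30% in these data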;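 further: inhibitors block probe labeling of enzyme so polarization drops; 0% = enzyme with DMSO and 100% = wells lacking PAFAH2 protein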
pPAFAH FP inh: inhibitors of human plasma PAF acetylhydrolase (pPAFAH); recombinant pPAFAH, FP-rhodamine probe fluorescence polarization; 1.5% of 330,000 active; inhibition, % at 3.39 µM; Q13093;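 active means inhibition above the mean inhibition across the screen plus 3 SD, cut at about 25% in these data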;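 further: inhibitors block binding of the rhodamine activity-based probe so polarization drops; 0% = enzyme with DMSO and 100% = wells lacking pPAFAH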
LYPLA2 inh: blocks human lysophospholipase 2, a PME1 counter-screen | recombinant LYPLA2, FP-Rh probe fluorescence polarization | inhibition, % at 5.9 µM | 0.38% of 320,000 active;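 active means inhibition above the screen-wide mean plus 3 SD, limit set per campaign, cut at about 26% in these data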;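 further: 0% = LYPLA2 with DMSO and 100% = wells lacking LYPLA2 enzyme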
PAFAH1B3 FP inh: blocks human PAF acetylhydrolase 1B catalytic subunit 3 | Q15102 | recombinant PAFAH1B3, FP-rhodamine probe, fluorescence polarization | inhibition, % at 3.39 µM | 0.28% of 340,000 active;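 active means inhibition above the screen-wide average of all tested compounds plus 3 SD, cut at about 25% in these data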;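 further: 0% = enzyme with DMSO only and 100% = wells lacking PAFAH1B3 protein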
PAFAH1B2 inh: blocks human PAF acetylhydrolase 1b catalytic subunit 2. P68402. recombinant PAFAH1B2, FP-rhodamine activity probe, fluorescence polarization. inhibition, % at 3.39 µM. 1.2% of 340,000 active. AID 492953;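 active means inhibition above the mean of all tested compounds plus 3 SD, cut at about 24% in these data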;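 further: 0% = enzyme with DMSO and 100% = wells lacking PAFAH1B2; many of its hits are not listed in these tables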
Target sequence (P68402 whole entry, looked up): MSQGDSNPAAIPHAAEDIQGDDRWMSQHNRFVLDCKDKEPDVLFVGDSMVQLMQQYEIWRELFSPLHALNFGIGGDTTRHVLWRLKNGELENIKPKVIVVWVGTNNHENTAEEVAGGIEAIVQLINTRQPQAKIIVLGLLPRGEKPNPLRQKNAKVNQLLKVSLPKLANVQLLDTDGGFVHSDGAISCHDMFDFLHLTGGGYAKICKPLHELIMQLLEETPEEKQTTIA
Numbers without * were called inactive; / = no result given; & = joins results of further samples. A portion of the library; the hit share may differ from the screen's.

SMILES | PAD4 inh | GSTO1 inh | PREPL inhibitor | LYPLA1 counter | PAFAH2 FP inh | pPAFAH FP inh | LYPLA2 inh | PAFAH1B3 FP inh | PAFAH1B2 inh
CC(C)CC(=O)Nc1c2c(nn1-c1cccc(Cl)c1)CS(=O)C2 (stereo unspecified) | -4.5 | -4.1 | 1.4 | -0.6 | -4.0 | -3.4 | -8.4 | 4.2 | 0.6
N=c1ccn(Cc2ccc([N+](=O)[O-])cc2)cc1 | -0.8 | 1.3 | 16.1 | -0.2 | 1.2 | -0.7 | 7.2 | 15.0 | 7.3
O=C(NCCn1cc(SCC(=O)N2CCOCC2)c2ccccc21)c1c(F)cccc1F | -0.9 | 5.7 | -11.2 | -2.4 | 6.4 | -0.9 | -5.5 | 4.1 | 8.7
C/C(CC(=O)Nc1ccc(N(C)C)cc1)=N\NC(=O)c1ccc(C(C)(C)C)cc1 | 5.5 | -6.3 | -1.5 | -3.9 | 36.8* | 5.1 | 0.7 | 9.9 | 9.5
COc1cccc(-c2cc(C(F)(F)F)nc(-n3cccn3)n2)c1 | 2.3 | -3.9 | 0.3 | -3.9 | -7.8 | 4.3 | -1.4 | -1.5 | 2.9
OCCNCc1cc(Br)ccc1OCc1ccccc1 | 4.5 | 0.8 | -45.5 | -1.0 | -5.7 | -1.3 | -3.6 | 7.9 | 3.6
CCCCn1c(N)c(N(CCOC)C(=O)C2CC(=O)N(Cc3ccco3)C2)c(=O)[nH]c1=O (stereo unspecified) | -3.9 | / | 3.4 | -3.3 | 3.5 | 3.5 | 0.2 | 12.4 | 6.2
CCOC(=O)C1=C2c3ccc4ccccc4c3CC(C)(C)N2C(=O)C1=O | 2.7 | 5.8 | 3.9 | 1.4 | 4.7 | 6.4 | 4.2 | 13.1 | 6.0
C=CCNc1ccccc1S(=O)(=O)NCc1ccccc1 | -6.0 | / | / | / | 0.0 | -0.4 | / | 3.1 | 0.8
COc1ccc(NC(=O)Cn2nnc(C(=O)NCc3cccs3)c2N)cc1 | -5.9 | -8.7 | -2.5 | -1.8 | -7.9 | 0.0 | -1.7 | -4.3 | 1.0
O=C(CN1C(=O)NC2(CCCCC2)C1=O)N1CCN(S(=O)(=O)c2cccc([N+](=O)[O-])c2)CC1 | 1.0 | / | 7.0 | 0.1 | 7.0 | 0.0 | 3.8 | 1.6 | 2.8
COC(=O)c1ccc(NC2=C(Cl)C(=O)OC2OC(=O)c2ccccc2)cc1 (stereo unspecified) | -1.4 | -4.1 | 10.4 | 3.2 | 7.9 | 1.5 | 12.7 | 2.1 | 6.8
COC(=O)c1c(-c2ccccc2)noc1C | -0.3 | 5.0 | 0.1 | 1.0 | -0.3 | 0.8 | 1.0 | 3.1 | 0.0
O=S(=O)(c1ccc(Br)cc1)N1CCN(Cc2ccco2)CC1 | -2.8 | 5.8 | 0.7 | -5.7 | 3.4 | -4.8 | -4.7 | 9.6 | 25.9*
CC(c1ccccc1)N(C)C(=O)CN1CCN(S(=O)(=O)c2ccc3c(c2)OCCCO3)CC1 (stereo unspecified) | -2.0 | / | 4.1 | -3.5 | 3.9 | -4.3 | -6.1 | 12.8 | 3.9
CC(C)(Oc1ccc(CCNC(=O)c2ccc(-c3ccc(Cl)cc3)o2)cc1)C(=O)O | 14.2 | -2.9 | 4.2 | -1.6 | / | 8.6 | 0.6 | / | /
O=C(CN1C(=O)c2ccccc2S1(=O)=O)N1CCN(Cc2ccc3c(c2)OCO3)CC1 | -1.5 | 0.3 | 3.5 | 3.7 | 5.0 | 3.9 | -0.6 | 5.5 | 3.8
COc1cc(C(CC(=O)Nc2ccc(Cl)cn2)N2Cc3ccccc3C2=O)cc(OC)c1OC (stereo unspecified) | -1.2 | 2.7 | 38.0 | -3.1 | 2.4 | 2.4 | -1.8 | 4.5 | 8.7
CCN1CCN(Cc2nc3c(c(=O)n(C)c(=O)n3C)n2Cc2cccc3ccccc23)CC1 | -2.1 | -0.4 | -8.4 | -0.2 | 3.8 | 8.2 | 2.9 | 7.0 | 3.5
Cc1ccc(-c2noc(CCC(=O)N3CCN(c4cccc(C(F)(F)F)c4)CC3)n2)cc1 | -2.3 | -6.2 | -16.6 | 0.1 | -5.7 | 0.3 | 42.1* | 14.4 | 17.1
CCN(C[C@H]1N[C@@](CC)(C(=O)OC)[C@H]2C(=O)N(C)C(=O)[C@@H]12)C(=O)Nc1ccc(C)cc1 | -2.8 | / | 2.4 | / | 5.7 | -0.7 | / | 5.6 | 2.6
Cn1c(SCC(=O)NC(C)(C)C)nnc1-c1ccc(C(C)(C)C)cc1 | 2.7 | -4.1 | -0.3 | -4.5 | 0.0 | 9.2 | -0.5 | 3.8 | 7.2
O=C(Nc1cccc2ccccc12)/C(=C/c1ccc([N+](=O)[O-])cc1)NC(=O)c1ccccc1 | 2.1 | -0.8 | 7.0 | -5.7 | -12.7 | -4.0 | -12.6 | 1.0 | 4.5
COc1ccc(/C=N/NC(=O)CSCc2ccc([N+](=O)[O-])cc2)cc1OC | -1.9 | -0.1 | -10.8 | 3.6 | -10.8 | 6.3 | 1.9 | -2.5 | 0.4
O=C(Nc1ccc(C(=O)N2CCCC2)cc1)c1ccccc1Br | -1.2 | -2.1 | 11.5 | 2.0 | -4.0 | -6.0 | 1.3 | -4.5 | -0.9
CC(C)NC(=S)N1CCN(C/C=C/c2ccccc2)CC1 | -0.3 | 7.3 | 8.4 | -4.8 | 10.0 | -3.9 | -5.0 | 10.2 | 8.2
Cn1c(C(O)c2ccc3c(c2)OCO3)nc2ccccc21 (stereo unspecified) | 0.7 | 4.6 | -5.8 | 1.1 | 1.2 | 3.3 | 4.3 | 7.6 | 3.6
N/C(Cc1cccs1)=N\OC(=O)COc1ccccc1 | -1.2 | -1.9 | 8.2 | -1.8 | 2.9 | 14.5 | -2.0 | -1.4 | 3.4
COCCNC(=O)CCn1nc(-c2ccc(C)cc2)c2ccccc2c1=O | -6.9 | 6.5 | -2.1 | -1.0 | 1.1 | 0.8 | 1.4 | 8.5 | 5.3
CCn1nc(C(=O)OCC(=O)N2CCc3ccccc32)c2ccccc2c1=O | -6.8 | -1.4 | -4.8 | -2.5 | 1.5 | 4.2 | 15.8 | 5.0 | 8.2

Molecules listed so far containing an aryl thioether with sulfur outside any ring:
SMILES | PAD4 inh | GSTO1 inh | PREPL inhibitor | LYPLA1 counter | PAFAH2 FP inh | pPAFAH FP inh | LYPLA2 inh | PAFAH1B3 FP inh | PAFAH1B2 inh
O=C(NCCn1cc(SCC(=O)N2CCOCC2)c2ccccc21)c1c(F)cccc1F | -0.9 | 5.7 | -11.2 | -2.4 | 6.4 | -0.9 | -5.5 | 4.1 | 8.7
Cn1c(SCC(=O)NC(C)(C)C)nnc1-c1ccc(C(C)(C)C)cc1 | 2.7 | -4.1 | -0.3 | -4.5 | 0.0 | 9.2 | -0.5 | 3.8 | 7.2

The list goes on:
SMILES | PAD4 inh | GSTO1 inh | PREPL inhibitor | LYPLA1 counter | PAFAH2 FP inh | pPAFAH FP inh | LYPLA2 inh | PAFAH1B3 FP inh | PAFAH1B2 inh
COc1ccc(-c2nnn(CC(=O)N(CCN3CCOCC3)C(C(=O)NC3CCCCC3)c3ccco3)n2)cc1 (stereo unspecified) | -1.5 | -0.9 | 11.1 | 2.2 | -0.8 | 1.5 | 0.1 | 8.4 | 1.9
COC(=O)C1=C(C)N(Cc2ccccc2)C(=NCc2cc(OC)c(OC)c(OC)c2)N[C@H]1c1ccc(Br)cc1 | -0.9 | / | 39.7 | / | -0.5 | -6.9 | / | -3.6 | 3.0
CSc1nc2ccc(NC(=O)C3CC(=O)N(Cc4ccccc4)C3)cc2s1 (stereo unspecified) | -4.5 | 2.5 | -1.1 | -5.1 | 1.1 | 3.2 | -0.9 | 0.8 | -2.5
O=C(NCCCn1ccnc1)c1ccncc1 | 4.5 | 2.7 | 12.3 | -1.6 | -5.0 | 6.0 | -0.5 | 1.6 | 5.1
COc1ccc(/C=N/NS(=O)(=O)c2ccccc2)cc1OS(=O)(=O)c1ccccc1 | 0.0 | -14.7 | -4.7 | -0.6 | 2.4 | -2.5 | 0.9 | 0.8 | 5.1
O=S(=O)(Nc1ccc(O)c(NS(=O)(=O)c2ccccc2)c1)c1ccccc1 | -2.4 | 2.9 | -2.4 | -1.9 | 17.0 | 16.4 | -1.6 | 15.6 | 12.8
CCCC(=O)Nc1nnc(-c2ccc3c(c2)OCO3)s1 | -3.8 | 1.2 | -4.3 | 2.7 | 3.2 | -2.8 | 3.9 | 5.9 | 6.1
CCOC(=O)N1CCC(NC(=O)CSc2cc(=O)n(C)c3ccccc23)CC1 | -4.2 | -0.7 | -2.3 | -0.9 | -0.3 | 0.4 | 2.4 | 17.7 | 1.6
Cc1cc(C)nc(CCNC(=O)CC2C(=O)NCCN2Cc2ccc(F)cc2Cl)n1 (stereo unspecified) | -0.8 | 0.7 | 7.2 | 1.5 | 1.5 | 1.7 | 2.5 | 5.3 | 5.2
Oc1ccc(Cl)cc1C1=NNC(c2cc(Br)cc3c2OCOC3)C1 (stereo unspecified) | -4.9 | -1.2 | -8.5 | -4.8 | 10.7 | 8.5 | -7.2 | 10.1 | 2.8
Cc1cccc(-n2c(Cc3cc(=O)[nH]c(=O)[nH]3)nnc2SCC(=O)Nc2cccc(C(F)(F)F)c2)c1 | -0.6 | -1.6 | -0.9 | 0.0 | 0.2 | -1.2 | 7.2 | 0.4 | 3.5
CCCC(=O)C1=C(O)C(C(=O)OC)C(C)(C)CC1=NC(C)(C)C (stereo unspecified) | -2.9 | 2.2 | 2.4 | 5.2 | 2.1 | 3.3 | 5.1 | 2.0 | -4.4
CC(=O)N1CCc2c(sc(NC(=O)CCS(=O)(=O)c3ccc(C)cc3)c2C(N)=O)C1 | -2.8 | -4.0 | 4.7 | 0.6 | 1.3 | 9.0 | -4.3 | 6.3 | 8.5
COc1ccc(-n2c(=S)[nH]c3cc(C(=O)NCc4ccco4)ccc3c2=O)cc1OC | 2.2 | -5.8 | 2.5 | 3.8 | 15.2&-0.3 | 4.0 | 5.0 | 5.7&-3.6 | 7.1&1.1
COc1ccccc1N(C(=O)c1snc(C(N)=O)c1N)C(C(=O)NC1CCCC1)c1ccco1 (stereo unspecified) | 3.2 | 0.1 | 8.8 | -2.0 | 0.8 | -1.0 | -3.1 | 3.8 | 6.4
COc1ccc(C)cc1NC(=O)C1CCCN(S(=O)(=O)c2cccc3cccnc23)C1 (stereo unspecified) | -6.0 | 0.3 | 0.8 | 2.6 | -5.6 | 7.7 | 1.3 | 4.4 | 8.8
C=CCN(c1ccc(C(=O)NCCc2ccccc2)cc1)S(C)(=O)=O | -1.2 | -6.5 | 2.8 | 2.4 | -3.1 | 0.4 | 1.7 | 5.4 | 0.6
CCn1c(CC(=O)Nc2ccc(F)cc2)nnc1SCC(=O)Nc1nnc(C)s1 | 0.6 | 1.8 | 7.8 | 3.8 | -5.2 | -3.8 | 2.1 | -2.6 | -0.1
COc1cc(C(=O)n2nc(C)cc2C)cc(OC)c1OC | -2.9 | -7.5 | -3.8 | -0.4 | -1.3 | 4.9 | 2.1 | 0.9 | 2.4
O=C(c1ccc(F)cc1)N1CCC(n2nnc3ccccc32)CC1 | 0.4 | 4.0 | 0.9 | 2.3 | -4.4 | 5.3 | 0.6 | 0.0 | 2.5
Cc1ccc(S(=O)(=O)N2C(=O)CCC2C(=O)O/N=C(\N)c2cccc([N+](=O)[O-])c2)cc1 (stereo unspecified) | 0.5 | 1.1 | 12.7 | 5.0 | 2.2 | 8.8 | 4.8 | 6.0 | 0.5
COc1ccc(CCNC2=NCCS2)cc1 | 2.3 | -9.6 | 1.8 | 2.6 | -6.0 | 1.5 | -3.3 | 7.5 | 4.5
